Source: PubChem
RmlCD inh 1536: blocks M. tuberculosis RmlC and RmlD coupled enzymes; RmlC+RmlD coupled enzyme assay, percent inhibition; primary screen in compound mixtures; inhibition, % at 3.6 µM; actives 0.03% (n = 160,000); AID 1533; in the data active means inhibition mostly above about 34%, no sharp cut-off; further: some results filed as inactive read as strong as hits
Target sequence (P9WH09 whole entry, looked up): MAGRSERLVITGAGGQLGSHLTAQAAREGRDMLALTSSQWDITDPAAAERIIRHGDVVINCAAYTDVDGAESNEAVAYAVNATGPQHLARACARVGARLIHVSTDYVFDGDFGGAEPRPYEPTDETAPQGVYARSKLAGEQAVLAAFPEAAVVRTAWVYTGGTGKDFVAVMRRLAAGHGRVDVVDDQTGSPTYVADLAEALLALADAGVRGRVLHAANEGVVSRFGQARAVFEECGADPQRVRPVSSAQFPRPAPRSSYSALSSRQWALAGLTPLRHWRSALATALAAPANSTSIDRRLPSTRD
Target sequence (P9WH11 whole entry, looked up): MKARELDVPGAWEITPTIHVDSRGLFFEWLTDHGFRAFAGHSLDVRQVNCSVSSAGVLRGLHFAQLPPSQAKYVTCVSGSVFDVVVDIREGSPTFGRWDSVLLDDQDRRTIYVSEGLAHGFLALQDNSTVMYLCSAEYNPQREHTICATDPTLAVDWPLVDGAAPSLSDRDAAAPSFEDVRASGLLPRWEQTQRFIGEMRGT
GlmU inhibition: inhibition of mycobacterial GlmU enzyme – biochemical, glucosamine-1-phosphate acetyltransferase (AID 1376); M. tuberculosis GlmU acetyltransferase enzyme assay; higher % means a stronger effect; inhibition, %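 (tested at 30 µM in the primary screen)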; hits with a dose series show IC50 in µM; actives 0.25% (n = 220,000); in the data active means inhibition above about 13%;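 further: 0% = complete reaction with vehicle and 100% = reaction without substrate; strong numbers were not always called active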
* marks the source's active call; other numbers are inactive results; nt = no result given.

SMILES | RmlCD inh 1536 | GlmU inhibition
Cn1c(=O)c2c(nc(Sc3n[nH]c(N)n3)n2Cc2ccccc2Cl)n(C)c1=O | -7.5 | 3.2%
CN1CCN(C(=S)Nc2ccc(Cl)cc2)CC1 | nt | 1.3%
N/C(=N\OC(=O)Cc1ccccc1)c1cccc(Br)c1 | nt | 3.1%
CCCCCCC(=O)Nc1nc(C)c(-c2csc(Nc3ccc(Cl)cc3)n2)s1 | 13.8 | 1.1%
O=C(Nc1ccc(S(=O)(=O)Nc2nccs2)cc1)c1cc(=O)[nH]c2ccccc12 | 4.8 | nt
NNc1nc(-c2ccccc2)cs1 | 4.3 | 0.1%
CCCCNC(=O)c1onc(CSc2ccc(F)cc2)c1C(=O)O | nt | -0.9%
O=C(CCC(=O)Nc1ccccc1)NNC(=O)c1ccco1 | -63.0 | 2.3%
CC(C)c1ccc(CN(C(=O)C2COc3ccccc3O2)C2CCS(=O)(=O)C2)cc1 (stereo unspecified) | -2.6 | 0.2%
Cc1ccc(OCc2nnc(SCC(=O)C(C)(C)C)n2Cc2ccco2)cc1 | nt | 0.7%
COc1ccc(C(=O)NCCc2nnc(SCC(=O)Nc3ccccc3F)n2C)cc1 | 10.2 | 0.3%
CCOc1nc(-c2ccc(Cl)cc2Cl)ccc1C#N | -7.3 | -2.0%
CC(C(=O)N1CCCCC1)n1ncn2cccc2c1=O (stereo unspecified) | nt | -0.4%
COc1ccc(S(=O)(=O)N2CCCCCC2)cc1NC(=O)c1c2c(nc3ccccc13)CCN(Cc1ccccc1)C2 | -9.4 | -3.0%
O=C(CCCc1ccccc1)Nc1cccc(C(=O)O)c1 | -13.7 | 2.8%
CC(=O)n1cc([C@H]2C=C(C(=O)Nc3ccccc3)O[C@@H](OCc3ccc(CO)cc3)C2)c2ccccc21 | nt | -0.3%
COC(=O)c1nn(-c2ccc(Cl)cc2)c(=O)cc1Sc1ccccn1 | -5.4 | -0.7%
Cc1ccc(NC(=S)NC(=O)c2c(-c3ccccc3Cl)noc2C)cc1 | 1.3 | nt
Cc1ccn2cc(C(=O)NCc3ccco3)nc2c1 | -6.8 | -2.1%
COc1ccc(NC(=O)CN(C)C(=O)c2oc3ccccc3c2C)cc1 | -7.3 | 1.7%
Cc1cc(F)c(F)c(C(=O)NC2CC2)c1Cl | 6.5 | -3.1%
Cn1nc(-c2ccc(Cl)cc2)c2cc(C(=O)NCc3ccco3)sc21 | 9.0 | -1.4%
CC1CN(CCCCOc2cccc(Oc3ccccc3)c2)CC(C)O1 (stereo unspecified) | 4.0 | -1.9%
CCn1nc(C)c(C2C(C#N)=C(N)OC3=C2C(=O)CCC3)c1C (stereo unspecified) | nt | -3.1%
N#Cc1c(N)nc2c(c1-c1ccc3c(c1)OCO3)CCCCCC2 | nt | 2.6%
O=C(Cn1c(=O)sc2ccccc21)Nc1ccc2c(c1)OCCO2 | 3.6 | 2.5%
CCN(CC(=O)NC1CCS(=O)(=O)C1)c1nc(-c2cccnc2)nc2ccccc12 (stereo unspecified) | -9.9 | 2.8%
NC(=O)Cc1ccc(Nc2nnc(-c3ccccc3)c3ccccc23)cc1 | 13.6 | -2.8%
O=C(Cc1ccccc1)Nc1ccc(N2CCOCC2)cc1 | nt | -3.8%
C=CCN1C(=O)/C(=C\c2ccc(C)cc2)N=C1SCC(=O)NCCC | nt | 1.4%
Cc1cc2cc(C(c3nnnn3Cc3ccccc3)N3CCc4ccccc43)c(=O)[nH]c2cc1C (stereo unspecified) | 1.5 | nt
CCOc1ccc(CCNc2ccc3nnc(-c4ccccc4)n3n2)cc1OCC | nt | 2.9%
CCCC12CN3CC(C)(CN(C1)C3c1cccs1)C2=O (stereo unspecified) | -1.8 | 9.9%
CC(Cl)C(=O)NN=C(c1ccccc1)c1ccccc1 (stereo unspecified) | -17.0 | 6.0%
CC(=O)c1c(O)cc2n(c1=O)-c1ccc(Cl)cc1C2(C)C | 3.9 | 1.4%
O=C(CCC(=O)N1CCN(c2ccc(O)cc2)CC1)c1ccc(Br)cc1 | nt | 1.6%
NNC(=O)C1=NOC2COC3(CCN(c4ncccn4)CC3)OCC12 (stereo unspecified) | 17.8 | -0.6%
Cc1ccc(-n2ncc3c(=O)n(CC(=O)NC4CCCCC4)cnc32)cc1C | nt | -0.5%
O=S1(=O)CC(O)C(N2CCCCC2)C1 (stereo unspecified) | 5.6 | 3.1%
Cc1cc(C)n2nc(/C(C#N)=C/c3ccccc3)c(C#N)c2n1 | 14.5 | 1.5%
CC(C)Cc1nnc(NS(=O)(=O)c2ccc(Cl)cc2)s1 | nt | 7.9%
COc1ccc(Nc2ncccc2C(=O)NCc2ccccc2)cc1 | nt | 1.7%
COC(=O)CSc1nnc(CNC(=O)c2ccc(S(=O)(=O)N3CCCCC3)cc2)n1C | nt | 3.1%
Cc1cccc(Nc2nc(-c3ccccc3)c(C(=O)Nc3cccnc3)s2)c1 | 8.5 | -5.2%
Cc1nnc(SCC(=O)N2CCCCC2)s1 | -13.2 | -4.4%
COc1ccc(N2CCN(CC(=O)Nc3ccc(SC(F)F)cc3)CC2)cc1 | 10.9 | -0.9%
Cc1c(C(=O)NCCC2=CCCCC2)oc2ccc(S(=O)(=O)N3CCOCC3)cc12 | nt | -2.1%
O=C(NCCc1ccc2c(c1)OCCO2)c1cccc(F)c1 | 10.0 | -0.9%
O=C(COC(=O)c1c2c(nc3ccccc13)CCCC2)c1ccc(Br)s1 | 5.2 | 7.6%
COc1ccc(CNc2nc3nc(C)c(Cl)c(=O)n3[nH]2)cc1OC | nt | -5.0%
CCc1nnc(SCC(=O)Nc2ccccc2Cl)nc1CC | -0.9 | 6.3%
CC(C)(C)NC(=S)/N=C(\N)N[N+](=O)[O-] | 21.3 | -0.1%
O=C(Cn1cccc1)NC1CCCCCC1 | nt | 1.2%
CCOC(=O)C(NCc1ccc2c(c1)OCO2)(NC(=O)c1ccccc1)C(F)(F)F (stereo unspecified) | nt | -6.9%
CCCN1CCC(=O)N([C@H](CSc2ccc(OC)cc2)c2ccccc2)CC1 | nt | -3.6%
O=C(CC1NC(=O)NC1=O)Nc1ccc(Cl)cc1 (stereo unspecified) | nt | 6.9%
Cc1nn(-c2ccccc2)c(C)c1C(=O)Nc1nnc(-c2ccco2)o1 | 14.7 | -1.0%
COC(=O)c1c(-c2cccs2)csc1NC(=O)CSc1ncnc2sc(C)c(C)c12 | -7.4 | -5.1%
Cc1cc(C(F)(F)F)c(C#N)c(SCC(=O)Nc2nc3ccccc3s2)n1 | 4.0 | 7.3%
Cc1ccc(-c2csc3nc(SCC(N)=O)n(Cc4ccccc4)c(=O)c23)cc1 | 5.1 | -3.3%
Going on with the list:
SMILES | RmlCD inh 1536 | GlmU inhibition
O=C(CCS(=O)(=O)c1cccs1)Nc1ccc(C(=O)NCc2cccs2)cc1 | 18.2 | 1.9%
CC1=C(C(=O)OC(C)C)C(c2cccc(F)c2)n2ncnc2N1 (stereo unspecified) | 11.7 | 1.3%
CCOc1ccc(S(=O)(=O)NCc2ccc(OC)cc2)c2cccnc12 | nt | 2.5%
CCOc1ccc(CN2CCN(Cc3ccc(C)o3)CC2CCO)cc1 (stereo unspecified) | 6.1 | -0.8%
CS(=O)(=O)Nc1ccc(C(=O)Nc2ccccc2Sc2ccccc2)cc1 | -12.7 | 4.1%
O=C(CN1C(=O)COc2ccc(S(=O)(=O)N3CCCC3)cc21)NC1CC1 | -7.9 | -5.0%
CCc1ccc(OCCCC(=O)Nc2cccc(C(=O)O)c2)cc1 | nt | 1.2%
COc1ccc(/C=C/C(=O)N/C(=C\c2ccco2)C(=O)NCCc2nc3ccccc3[nH]2)cc1 | 6.8 | -4.4%
O=C(CN1CCCC1)N1CCCC(c2ccc(F)cc2)c2ccc(F)cc21 (stereo unspecified) | nt | 0.2%
CCOC(=O)c1c(/N=C/c2c(O)n(-c3ccc(F)cc3)c(=S)[nH]c2=O)sc2c1CCCC2 | -16.1 | nt
O=C(NCc1ccc(Cl)cc1)C(=O)N/N=C/c1ccc(Br)cc1 | -10.4 | -3.5%
O=C1CCc2cc(S(=O)(=O)N3CCCC3C(=O)N3CCN(c4ccccc4F)CC3)ccc2N1 (stereo unspecified) | 4.6 | -0.7%
CC(=O)Nc1ccccc1OC(C)C(=O)N1CCC(C)CC1 (stereo unspecified) | -8.8 | -1.8%
Cc1nc(-c2ccccc2)sc1C(=O)CSc1ccc(Cl)cc1 | -1.2 | -3.2%
O=c1cc2c(nn1Cc1cccc([N+](=O)[O-])c1)-c1ccccc1CC2 | 0.4 | -2.3%
O=C(Nc1ncc(C(F)(F)F)cc1Cl)c1ccc(S(=O)(=O)N2CCOCC2)cc1 | 3.4 | 2.0%
O=C(Nc1ccccc1Sc1ccccc1)C1CCCO1 (stereo unspecified) | 19.2 | 2.4%
Cc1cccc(/C(N)=N/OC(=O)c2ccccc2Cl)c1 | -8.4 | -3.0%
Cc1ccc(-c2cc(C(=O)N3CCN(c4ccc(F)cc4)CC3)c3ccccc3n2)o1 | nt | -7.3%
Cc1cc(Nc2ccc(F)cc2F)n2nc(C)nc2n1 | -15.4 | 1.0%
COc1ccc(-c2nnn3c2nc(NCc2ccccc2)c2ccccc23)cc1 | -2.6 | -0.5%
COC(=O)Nc1nnc(SCc2ccc(C)cc2)s1 | nt | 1.4%
CCCc1c(C)nn(-c2ncccc2[N+](=O)[O-])c1C | 8.8 | -5.2%
O=C(Nc1cccc(S(=O)(=O)NC2=NCCCCC2)c1)c1cc(-c2ccco2)nc2ccccc12 | 70.4 | nt
COc1ccc(-c2nc(C(F)(F)F)c(OC)o2)cc1OC | 0.7 | 0.9%
COCCCNC(=O)CCC(=O)NNc1nc2ccccc2c2nc(-c3ccccc3)nn12 | 49.9 | -0.8%
Cc1ccc(OCC(=O)Nc2cccc(-c3nnc(-c4ccccc4)o3)c2)c(C)c1 | nt | 1.3%
CCOC(=O)c1c(NC(=O)CSc2nnc3c(n2)[nH]c2ccccc23)sc2c1CCN(C)C2 | nt | -0.5%
NC(=O)c1c(NC(=O)CSc2nnc(-c3ccccc3)n2CC2CCCO2)sc2c1CCC2 (stereo unspecified) | -7.9 | 2.9%
O=C(NCC1(c2ccccc2)CCOCC1)c1cccs1 | -6.4 | -5.4%
O=C(O)CN(c1ccccc1)C1SC(=O)NC1=O (stereo unspecified) | -2.8 | -2.4%
COc1cccc(-n2nnc3c(=O)n(Cc4ccccc4Cl)cnc32)c1 | nt | 1.9%
O=C(c1cc(Cl)nc2ccccc12)N1CCCCC1 | -3.1 | -2.0%
O=C(Nc1ccccn1)c1ccc(Cl)c([N+](=O)[O-])c1 | -9.0 | 0.3%
COc1cc(/C=N/NC(=O)c2cncc(Br)c2)ccc1OC(=O)c1ccc2c(c1)OCO2 | 2.8 | -4.2%
Cc1cccc(Cn2nnc3c2C(=O)c2ccccc2C3=O)c1 | -6.5 | -3.4%
COc1ccc(CNC(=O)CSCc2cccc(Cl)c2)cc1 | 3.2 | -0.8%
COc1ccc(NC(=O)c2ccccc2Sc2ccc(NC(C)=O)nc2)cc1 | -7.7 | -2.9%
Cc1sc2nc(C3CC3)nc(SCC(=O)N3c4ccccc4CC3C)c2c1C (stereo unspecified) | 8.7 | 1.5%
CCc1ccc(Nc2nnc(SCn3nnc4ccccc4c3=O)s2)cc1 | -1.8 | -5.9%
CC(O)c1cccc(NC(=O)Cc2cccc3ccccc23)c1 (stereo unspecified) | nt | -1.2%
CCC(CC)C(=O)NCc1ccccc1OC | nt | -0.9%
Brc1ccc2c(c1)CNc1c(ncnc1N1CCOCC1)O2 | -6.0 | 8.2%
c1ccc2[nH]c(SCc3ccc(-c4nnco4)cc3)nc2c1 | nt | 5.7%
Cc1ccc2c(C)nc(Nc3ncc4c(n3)CCCC4=O)nc2c1 | nt | 1.9%
C[C@@H]1C=C(C(=O)O)O[C@H](OCc2ccc(CO)cc2)C1 | nt | 0.9%
Cc1cc(C)c(NC(=O)COC(=O)C2CCC(=O)N2)c(C)c1 (stereo unspecified) | 6.9 | -2.2%
COC(=O)C1=C(C)N(C2CCCCC2)C(=O)/C1=C\c1cccs1 | 8.0 | -0.1%
CC(=O)c1ccc(NC(=O)C(C)N(C)CC(=O)Nc2ccccc2Cl)cc1 (stereo unspecified) | nt | -2.8%
O=C(N/N=C/c1ccncc1)c1ccc2c(c1)OCO2 | -5.2 | 3.5%
CC1CCc2nn(CC(=O)NCCN3CCCCC3C)cc2C1 (stereo unspecified) | -6.6 | -1.0%
O=C(NCc1cccnc1)C(=O)NCC1OCCN1S(=O)(=O)c1ccc(F)cc1 (stereo unspecified) | nt | 4.1%

Not all compounds are listed (hit frequency here may not be typical).
